High-throughput results deposited in PubChem by National Center for Advancing Translational Sciences (NCATS).
Pf Dd2 inh: blocks in vitro growth of P. falciparum Dd2; 4.3% of 120,000 active; AID 1347417; Potency, µM (doses to about 28.9 µM), for inactives: at the top dose activity, negative = inhibition, hits mostly inhibitors; P. falciparum Dd2 growth, SYBR Green, 72 h; active = well fitted inhibition curve with a large enough effect; inconclusive = small, poorly fitted or top-dose-only effect; inactive = no such curve, though single readings can be large or run the other way;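 note: plate controls were DMSO vehicle for no effect and reference drug for full effect; nearly all actives have a fitted effect of over 65% in size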
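Readout: SYBR Green fluorescence, 485 nm excitation, 535 nm emission, after ~16 h lysis at 37C. Before that, Dd2-infected red cells (2.5% hematocrit) grew 72 h with compound, 29 uM top final concentration.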
* hit, by the source's call; i = inactive; ? = inconclusive; [ ] = dose if it differs, or a comment. Potency is the fitted concentration of half-maximal effect.

SMILES | Pf Dd2 inh
CCCCN(Cc1cc2ccccc2[nH]c1=O)C(=O)c1cccc(Cl)c1 | -2%
CN(C)CC1(O)CCC2(CCN(C(=O)CC3CCCC3)CC2)CC1 | i
CN(C)CCN1CC2(CCCN(C(=O)CN(C)c3ccccc3)C2)CCC1=O (stereo not given) | -2%
CN1CCCCCCN(C(=O)COc2ccc(F)cc2)[C@H]2CCC[C@H]2C1=O | -12%
O=C(O)Cn1ccc2cc(OCCc3cccc(-c4cccnc4)c3)cnc21 | 1%[44.1 µM]
CCOc1cc2c(cc1OCC)C(CC(=O)O)N(C(=O)Nc1ccccc1C(F)(F)F)CC2 (stereo not given) | 27%
CCOC(=O)Cn1c(=O)n(C2CCCCC2)c2nc(-c3ccc(CC)cc3)nc(C(N)=O)c21 | 38%[activator]
CC1CCN(S(=O)(=O)c2ccc3c(c2)N(CC(=O)NC(C)C)C(=O)CS3)CC1 | 10%
CC(C)CNC(=O)Cc1c[nH]c2ncc(-c3cnn(C)c3)cc12 | i
COC(=O)[C@@H]1C[C@@H](NC(=O)c2cc(-c3ccc(C)o3)[nH]n2)CN1C | 3%
Cc1sc2c(c1C)c(=O)n(-c1ccc(Cl)cc1)c(=O)n2CC(=O)c1ccccc1 | -30%
O=C(CCC(=O)c1ccc(F)cc1)Nc1ccc(Cl)cc1 | 66%[activator]
O=C1Nc2ccccc2CNC12CCN(Cc1ccc(C(F)(F)F)cc1)CC2 | ?
O=C(c1ccccc1Cl)N1CCc2c(nc3cc(-c4ccccc4)[nH]n3c2=O)C1 | ?
Cc1nnc(-c2cc(-c3cccc(O)c3)ccn2)n1-c1ccccc1 | i
CC1CCN(S(=O)(=O)c2cc3c4c(c2)CC(=O)N4CCC3)CC1 | i
COc1ccc(CNC(=O)N2CC(Oc3cccc(-c4nc(C)no4)c3)C2)cc1 | -4%[5.79 µM]
COc1cccc(N2C(=O)NC(=NC3CCCCC3)C23CCN(Cc2ccccc2)C3)c1 (stereo not given) | 40%[activator]
COc1ccc(Nc2cnc3ccc(-c4cccc(CO)c4)nn23)cc1OC | ?
CC(C)CNC(=O)C1COC2(CCN(C(=O)c3ccccc3Cl)CC2)N1C(=O)c1ccccc1 (stereo not given) | -8%
CC(C)CC(=O)Nc1cccc(-c2cn3cccnc3n2)c1 | 10%
CN(C)c1cccc(C(=O)N2CCC3(CCCN(CC4CC4)C3)C2)c1 (stereo not given) | -3%
CC(C)NC(=O)c1nc2sccn2c1Br | 3%[44.1 µM]
O=C1NCCCCCN(Cc2cccnc2)[C@@H]2CN(C(=O)C3CCCCC3)CC[C@@H]12 | 6%
CC(C)CC(=O)N1CCCC(c2noc(COc3ccccc3)n2)C1 (stereo not given) | ?
Cc1c2cnn(-c3ccccc3)c(=O)c2c(C)n1CC(=O)NCc1ccc(Cl)cc1 | 9%
COc1ccc(-c2cc(N3CCC(NC(=O)c4ccc(F)cc4F)C3)n[nH]2)cc1 (stereo not given) | -5%
CC(=O)Nc1cccc(NC(=O)C2CC(=O)N(c3n[nH]c4ccccc34)C2)c1 (stereo not given) | -11%
O=c1[nH]c(C2CCCN(Cc3cccc(-c4ccc(F)cc4F)c3)C2)nc2ccc(F)cc12 (stereo not given) | ?
O[C@H]1CC[C@@H](Cc2cc(CN3CCN(c4ccccc4)CC3)on2)O[C@@H]1CNCc1ccccc1 | -12%
COc1cccc(C(=O)N2CCC3(CC2)N=C(c2ccccc2)NO3)c1 | i
CN1CCCN(C(=O)c2cc(F)cc(F)c2)c2ccccc21 | i
O=C(C1CCCC1)N1CCc2nc(C3CC3)nc(-c3ccc(Cl)cc3)c2C1 | ?
N#Cc1c(-c2ccccc2)cc(-c2ccccc2)nc1SCC(O)CS(=O)(=O)Cc1ccccc1 (stereo not given) | ?
O=C(O)c1ccccc1C(=O)N1C[C@@H]2C[C@H]1C(=O)N(Cc1ccccc1)c1ccccc1O2 | 32%[activator]
COc1ccc(Cl)cc1NC(=O)c1nn(C)c2c1CS(=O)(=O)c1ccccc1-2 | 7%
CN(Cc1cccc(C(F)(F)F)c1)C(=O)Nc1ccc(Cl)cc1 | -11%
COc1ccc(-c2cc(N3CCN(C(=O)c4ccc(Cl)cc4OC)CC3)n[nH]2)cc1 | -11%
CCCn1c(C)cnc1CC1CCN(C(=O)c2cnc(C)cn2)CC1 | 4%
COc1cc(C(=O)Nc2cccc(OCc3cc(=O)n4cc(C)sc4n3)c2)cc(OC)c1OC | i
COc1ccc(S(=O)(=O)Nc2cc(-c3cn4ccccc4n3)ccc2C)cc1 | i
Cc1ccc(NC(=O)C2CC(=O)Nc3nc(C)nn32)cc1 (stereo not given) | -4%
COc1ccc(CNC(=O)c2c(C)noc2-c2cccs2)cc1 | -15%
COc1ccc(C(=O)Nc2cccc(C(=O)OCc3cc(=O)n4c5c(sc4n3)CCCC5)c2)cc1 | 52%[activator]
C[S+](=O)([O-])N1CCC(Cn2ccc3c(N4CCOCC4)nc(-c4ccncc4)cc32)CC1 | i
Cc1c(Cl)cccc1-n1ncc(C(=O)N2CCOCC2)c1C1CCN(C(=O)OC(C)(C)C)CC1 | -6%
CC(C)c1ccc(OCC(=O)N2CCN(CCc3ccccn3)CC2)cc1 | 85%[activator]
O=C(Nc1ccc(=O)n2c1[C@@H]1C[C@@H](CN(S(=O)(=O)c3ccccc3)C1)C2)c1ccc2c(c1)OCO2 | -28%
CCOC(=O)c1ccccc1NC(=O)CCOc1ccccc1 | 22%
CCc1ccc(C2=CC(c3cccc(Br)c3)n3nnnc3N2)cc1 (stereo not given) | ?
CCCNC(=O)N1CCC(c2nc(CCOCC3CCOCC3)no2)C1 (stereo not given) | 3%
CCCc1cc(N2CCN(c3cc(Cl)ccc3C)CC2)n2cnnc2n1 | i
CCCn1c(=N)c(C(=O)NCC2CCCO2)cc2c(=O)n3cc(C)ccc3nc21 (stereo not given) | -19%
O=C(NCc1ccccc1)N1CCC(O)(c2csc(CN3CCc4ccccc4C3)n2)CC1 | ?
CN1C(=O)C2(CCCN(C(=O)c3ccc(Cl)cc3)C2)Cc2ccccc21 (stereo not given) | 11%
CC(C)N(Cc1ccccc1)C(=O)CCS(=O)(=O)c1cc2c(cc1Cl)NC(=O)CO2 | -15%
Cc1ccc(NC(=O)N2CCCC(Cn3c(C4CC4)nc4cccnc43)C2)cc1C (stereo not given) | ?
CCOc1ccccc1NC(=O)Cn1c(N2CCOCC2)nc(C)cc1=O | -23%
Cc1cc(C)c2nc(NC(=O)c3ccc(S(=O)(=O)N4CCC(C)CC4)cc3)sc2c1 | 20%
Cc1cn2nc(C(=O)NCc3ccccc3Cl)cc2c(N2CCCC2)n1 | 8.9µM*

Molecules above that contain a thiophene ring, fused or not, in the order listed:
SMILES | Pf Dd2 inh
Cc1sc2c(c1C)c(=O)n(-c1ccc(Cl)cc1)c(=O)n2CC(=O)c1ccccc1 | -30%
COc1ccc(CNC(=O)c2c(C)noc2-c2cccs2)cc1 | -15%

Continued.
SMILES | Pf Dd2 inh
Cn1ccnc1CN1CCN(C(C(=O)O)c2cccc3c2OCC3)CC1 (stereo not given) | -16%
CCOC(=O)c1c(C)n(-c2ccccc2)c2ccc(OC(=O)COc3ccccc3)cc12 | 43%[activator]
Cn1c(SCc2ccc(F)cc2)nc2c([nH]c3ccccc32)c1=O | 27%
Cc1ccc(CN2CCC3(CC2)CCN(C2CCOCC2)CC3CO)s1 (stereo not given) | -11%
CCCCNC(=O)c1ccc(-c2nc(CS(=O)(=O)c3ccc(C)cc3)c(C)o2)cc1 | 14%
Cc1cccc(OCC(=O)Nc2ccccc2OCc2cc(=O)n3cc(C)ccc3n2)c1 | 18%
O=C(N[C@H]1C[C@H]2C(=O)Nc3ccc(-c4cccs4)cc3C(=O)N2C1)c1ccccc1 | ?
Cc1ccc(-c2cc(C(=O)Nc3c(C(=O)c4ccc(C)c(F)c4)oc4ccccc34)no2)cc1 | 24%
O=C1N(CC2CCC2)CCCC1(O)CNCC1CCCCC1 (stereo not given) | ?
Cc1ccc(C)c(CN2C(=O)c3ccccc3S(=O)c3ccc(C(=O)NCCc4ccc(Cl)cc4)cc32)c1 (stereo not given) | 5µM*
CC(C)CC(=O)NC1(C(F)(F)F)C(=O)Nc2c1c(=O)[nH]c(=O)n2-c1ccccc1 (stereo not given) | -16%
CCOC(=O)c1cnc2ccc(C)cc2c1NCCc1ccc(OC)c(OC)c1 | 8.9µM*
O=[S+]([O-])(Nc1cccnc1)c1ccc2c(c1)OCCN(Cc1ccc(F)cc1)C2 | i
Cn1cc(CN2CCN3CCCC3C2)c(-c2ccc(C3CCCCC3)cc2)n1 (stereo not given) | 8.9µM*
CCc1ocnc1C(=O)N1CCC(C(=O)O)(n2cc(C)cn2)CC1 | -19%
COCCCNC(=O)N1CCCCCNC(=O)[C@@H]2CCCC[C@@H]21 | -11%
CC[C@H]1CN(C(=O)Nc2cccc(C(F)(F)F)c2)CC[C@H]1CC(=O)Nc1ccccc1 | ?
CCc1ccc2ncc3c(-c4ccc(F)cc4)nn(CC(=O)NCc4ccccc4)c3c2c1 | i
CNCc1cn(C[C@H]2CC3CCN2C[C@@H]3C(=O)NC2CC2)nn1 (stereo not given in full) | -8%[44.1 µM]
COc1ccccc1Oc1ncccc1CNC(=O)c1ccc(C)nc1 | -1%

Random excerpt: 3 records from the list
SMILES | Pf Dd2 inh
COC(=O)[C@@H]1C[C@@H](NC(=O)c2cc(-c3ccc(C)o3)[nH]n2)CN1C | 3%
COc1ccc(-c2cc(N3CCN(C(=O)c4ccc(Cl)cc4OC)CC3)n[nH]2)cc1 | -11%
CC(C)CNC(=O)C1COC2(CCN(C(=O)c3ccccc3Cl)CC2)N1C(=O)c1ccccc1 (stereo not given) | -8%

Continued.
SMILES | Pf Dd2 inh
COc1ccc(CC(=O)N2Cc3ccccc3CC23CCCN(C(=O)CCN)C3)cc1 (stereo not given) | ?
COc1ccccc1C(=O)NCC1(N2CCN(C)CC2)CCCCC1 | ?
CCc1ccccc1S(=O)(=O)Cc1ccc(C(=O)NCCc2ccc(Cl)cc2)o1 | -10%
CN(CC1Cc2ccccc2O1)C(=O)c1coc(COc2ccc3c(c2)OCO3)n1 (stereo not given) | -1%
O=C(c1ccc(Cl)nc1)N1CCc2nc(C3CC3)nc(-c3ccc(Cl)cc3)c2C1 | -12%
Cc1ccc(Br)c(C(=O)NCc2ccnc3[nH]ccc23)c1 | -2%
O=C(COc1ccccc1)Nc1ccc([C@@H](O)[C@H]2COCC(=O)N2CC2CC2)cc1 | -1%[44.1 µM]
COC(=O)[C@H](Cc1ccc(OC)cc1)NC(=O)[C@H]1CN(C(=O)c2cccnc2)CCN1C(C)=O | i
CCNC(=O)Cc1ccc(N(Cc2ccc(F)cc2)C(=O)c2ccco2)cc1 | i
Cc1ccc(CNS(=O)(=O)c2ccc(N3CCCCS3(=O)=O)cc2)cc1 | 29%
COc1ccc(CCNC(=O)C2CCN(c3cn[nH]c(=O)c3)C2)cc1OC (stereo not given) | -7%
CC1CCc2nc(NC(=O)COc3ccc(C(C)(C)C)cc3)sc2C1 (stereo not given) | 72%[activator]
C#CCN(C)CC[C@@H]1CC[C@H](O)[C@@H](C(=O)NCc2ccc(OC)cc2)O1 | 16%[44.1 µM]
Nc1ccc(S(=O)(=O)NC2(C(F)(F)F)NC(=O)N(c3cccc(Cl)c3)C2=O)cc1 (stereo not given) | -1%
Nc1ccc(CN2CCCC3(Cc4ccccc4CNC3=O)C2)cc1 (stereo not given) | ?
O=C(N1CCC(NS(=O)(=O)c2ccccc2)CC1)N1CC2CC(C1)[C@H]1CCCC(=O)N1C2 (stereo not given in full) | i
CCOC(=O)c1c(C)sc(-c2c(-c3ccc(OC)c(F)c3)[nH]c3c2c(=O)[nH]c(=O)n3C)c1O | 428%[activator][5.79 µM]
Cc1ccc(Cl)cc1N1CCN(Cc2nnc(-c3ccc4c(c3)OCO4)o2)CC1 | 36%[activator]
O=C(NCc1ccco1)c1c[nH]c2ccc(S(=O)(=O)Nc3ccc(F)cc3F)cc2c1=O | 28%
CC[C@@H]1[C@H](NC(=O)c2cccc(N3CCS(=O)(=O)CC3)c2)[C@@H]2CCO[C@H]12 | -3%
Cc1ccc(C(CC(=O)Nc2cc(C)cc(C)c2)N2Cc3ccccc3C2=O)cc1 (stereo not given) | -26%
COCCN1CCCCCC(O)c2cc(C(=O)N3CCN(c4ccc(OC)cc4)CC3)ccc21 (stereo not given) | ?
COc1cc(Cl)c(C)cc1NC(=O)Cn1ncc2c([nH]c3ccccc32)c1=O | 65%[activator]
NC(=O)c1ccc(-c2nc3c([nH]2)CN(C(=O)CN2CCOCC2)CC3)cc1 | 3%
Cn1nc(C(=O)NCc2ccccc2)c2c1-c1ccccc1SC2 | -2%
CC(C)(C)c1cnc(-c2ccccc2)[nH]1 | ?
CCCC(NC(=O)c1c(F)cccc1F)c1ccccc1 (stereo not given) | i
N#Cc1ccc([S+](=O)([O-])N2CCC3(CC2)OCCN(CC2CC2)C3=O)cc1 | i
NC(=O)Cn1ccc2cc(OCC3CCN(C(=O)Oc4ccccc4Cl)CC3)cnc21 | i
O=C(COc1ccccc1F)Nc1ccc(OCc2cc(=O)n3ccccc3n2)cc1 | -14%

Six entries from above, arranged by formula weight, falling:
SMILES | Pf Dd2 inh
NC(=O)Cn1ccc2cc(OCC3CCN(C(=O)Oc4ccccc4Cl)CC3)cnc21 | i
O=C(COc1ccccc1F)Nc1ccc(OCc2cc(=O)n3ccccc3n2)cc1 | -14%
N#Cc1ccc([S+](=O)([O-])N2CCC3(CC2)OCCN(CC2CC2)C3=O)cc1 | i
NC(=O)c1ccc(-c2nc3c([nH]2)CN(C(=O)CN2CCOCC2)CC3)cc1 | 3%
Cn1nc(C(=O)NCc2ccccc2)c2c1-c1ccccc1SC2 | -2%
CCCC(NC(=O)c1c(F)cccc1F)c1ccccc1 (stereo not given) | i

The list is partial (hit frequency here may not be typical).
